ARNT-TACC3 inh: disruptors of ARNT/TACC3 protein interaction, primary screen, biochemical, AlphaScreen, single concentration; AlphaScreen His-ARNT PAS-B/GST-TACC3 binding, luminescence; TACC3 fragment carries E629A point mutation; 0.66% of 390,000 active; inhibition, % at 9.99 µM;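 active means mean inhibition of replicates at least 50% and at least half of replicates each reaching 50%; inconclusive means half or more replicates reach 50% but mean below 50%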;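 further: 0% = complete ARNT plus TACC3 wells and 100% = ARNT alone without TACC3; many hits fall short of the cut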
PAX8 inh HTS: inhibitors of PAX8-driven TPO luciferase reporter, primary screen, RMG-I cells, single concentration; 1.2% of 360,000 active; SteadyGlo, 24 h; inhibition, % at 12.6 µM;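 active means mean replicate inhibition at least 60% with every replicate also reaching 60%; inconclusive means only one of the two criteria is met; inactive means mean below 60% and not all replicates reaching 60%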;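 further: luciferase light reporting Pax8 driven TPO promoter activity; plate controls were median of neutral control wells for no effect and mitoxantrone controls for full effect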
LGR2 antag: inhibitors of bursicon-induced LGR2 CRE-luciferase signal, primary screen, cell-based, HEK293, CRE-luciferase reporter, bursicon stimulation; Drosophila bursicon receptor LGR2 (rickets); bursicon-stimulated, 4 h; inhibition, % at 9.99 µM; 0.35% of 380,000 active; AID 720647, 2013;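 active means drop in luminescence signal, shown as inhibition above about 50% in the replicate tests, limit read from the data, passing the limit was not always enough; inconclusive means probably only some replicates passing the limit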;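 further: agonist challenge used bursicon conditioned medium at about half maximal strength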
DENV2 CPE: inhibitors of DENV2 cytopathic effect, primary screen, cell-based, plate reader, single concentration; DENV2-infected cells, cytopathic effect rescue; CPE inhibition, % at 9.99 µM; 1.7% of 350,000 active; in the data active means CPE inhibition above about 20%, passing the limit was not always enough; inconclusive means no clear call, values can overlap the other calls; tested in BHK-21 cells;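 further: 0% = median of neutral control wells and 100% = median of positive control wells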
EWS-Fli inh: EWS/Fli-driven NR0B1 reporter inhibitors, primary screen, A673 cells, NR0B1 luciferase, luminescence, MLPCN library; 0.67% of 350,000 active; AID 651661, 2012; viability-normalised; inhibition, % at 12.6 µM;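 active means mean inhibition of at least 50% after viability correction, with every replicate also passing that limit; inconclusive means mean reaches 50% but only one of two replicates passes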;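 further: firefly luciferase signal divided by Alamar Blue viability fluorescence both relative to DMSO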
CASP6 VEID inh: human caspase-6 inhibitors, primary screen, biochemical, VEID-R110 fluorescence, single point, set 2; P55212; purified caspase-6, Z-VEID-R110 cleavage fluorescence; inhibition, % at 12.5 µM; 0.53% of 350,000 active;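 active means mean inhibition across replicates at least about 35%, with every replicate also reaching that limit, limit read from the data; inconclusive means only one of the two criteria met; inactive means neither criterion met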;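 further: 0% = median of neutral control wells and 100% = no fluorescence left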
Target sequence (P55212 24-179 limits assumed): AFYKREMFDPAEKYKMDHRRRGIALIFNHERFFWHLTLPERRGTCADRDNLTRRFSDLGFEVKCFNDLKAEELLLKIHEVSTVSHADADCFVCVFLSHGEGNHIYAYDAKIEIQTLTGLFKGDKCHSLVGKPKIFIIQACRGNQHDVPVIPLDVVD
Target sequence (P55212 194-293 limits assumed): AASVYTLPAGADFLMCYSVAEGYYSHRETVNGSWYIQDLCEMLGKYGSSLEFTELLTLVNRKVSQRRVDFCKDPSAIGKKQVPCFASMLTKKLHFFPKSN
SIRT5 block: SIRT5 desuccinylase inhibitors, primary screen, biochemical, fluorescence imaging, single point, set 5; AID 652115, 2013; NAD-dependent protein deacylase sirtuin-5, mitochondrial (Homo sapiens), Q9NXA8; Purified SirT5, succinyl-peptide AMC, trypsin-coupled fluorescence; inhibition, % at 15 µM; 1.1% of 330,000 active; in the data active means inhibition above about 15%; inconclusive means no clear call, values can overlap the other calls
Target sequence (Q9NXA8 whole entry, looked up): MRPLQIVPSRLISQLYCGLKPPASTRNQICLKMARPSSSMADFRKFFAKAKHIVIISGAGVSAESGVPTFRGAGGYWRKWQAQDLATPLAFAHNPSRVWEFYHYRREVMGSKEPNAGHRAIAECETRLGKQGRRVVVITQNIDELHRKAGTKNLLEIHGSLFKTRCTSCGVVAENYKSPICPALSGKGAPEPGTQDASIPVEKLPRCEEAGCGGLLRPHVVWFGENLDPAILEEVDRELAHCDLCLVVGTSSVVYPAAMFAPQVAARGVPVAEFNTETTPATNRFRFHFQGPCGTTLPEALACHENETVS
The depositor's hits bear a star; ? = inconclusive; . = not tested or not shown; & = joins results of further samples; ! = not confirmed by another sample. Hits appear at their usual frequency. Share with any hit: about 4.9%.

SMILES	ARNT-TACC3 inh	PAX8 inh HTS	LGR2 antag	DENV2 CPE	EWS-Fli inh	CASP6 VEID inh	SIRT5 block
CCOc1ccc(Cl)cc1/C=N/NC(=O)c1ccccc1	3.6	6.0	0.4	6.7	.	0.5	.
NS(=O)(=O)c1cccc(Nc2nc3ccccc3nc2NS(=O)(=O)c2ccc(Cl)cc2)c1	-2.9	10.6	4.3	6.1	10.6	0.9	.
O=C(NCC1CCCO1)c1ccc2c(c1)C(=O)N(c1cccc([N+](=O)[O-])c1)C2=O (centres undefined)	.	-0.5	14.0	-0.5	.	0.1	0.1
O=C(NCC[C@H]1CC[C@H](NS(=O)(=O)Cc2ccccc2)[C@H](CO)O1)C1CCCCC1	4.7	14.3	5.9	-2.7	4.0	1.2	-1.4
Cc1cc(C)nc(NS(=O)(=O)c2ccc(CC(C)C)cc2)c1	-0.6	-3.4	-5.0	5.6	6.5	-2.7	-5.4
CCCNC(=O)N1CC2(CN(C(=O)C3CCCC3)C2)c2c([nH]c3cc(OC)ccc23)[C@H]1CO	.	-1.6	22.4	2.2	14.2	0.9	0.9
Cc1cccc(N=C2NN=C(c3ccccc3F)CS2)c1C	3.7	-19.9	-48.2	-3.7	-31.7	-5.8	-7.7
COc1ccc(N(CC(=O)N/N=C(\C)c2ccccc2)S(=O)(=O)c2ccccc2)cc1	-6.9	-15.7	-23.4	-2.5	15.0	-1.1	-3.5
COC(=O)c1sc2ccccc2c1NC(=O)c1coc2ccccc2c1=O	-10.8	-59.1	-25.5	.	.	.	.
C/C(=N\N=C(/N)SC1CC(=O)N(c2ccc(Br)cc2)C1=O)c1cccs1 (centres undefined)	11.6	.	14.8	-0.8	8.3	0.4	1.3

4 of the compounds above, comma-delimited:
Molecule,ARNT-TACC3 inh,PAX8 inh HTS,LGR2 antag,DENV2 CPE,EWS-Fli inh,CASP6 VEID inh,SIRT5 block
Cc1cc(C)nc(NS(=O)(=O)c2ccc(CC(C)C)cc2)c1,-0.6,-3.4,-5.0,5.6,6.5,-2.7,-5.4
CCCNC(=O)N1CC2(CN(C(=O)C3CCCC3)C2)c2c([nH]c3cc(OC)ccc23)[C@H]1CO,.,-1.6,22.4,2.2,14.2,0.9,0.9
Cc1cccc(N=C2NN=C(c3ccccc3F)CS2)c1C,3.7,-19.9,-48.2,-3.7,-31.7,-5.8,-7.7
COc1ccc(N(CC(=O)N/N=C(\C)c2ccccc2)S(=O)(=O)c2ccccc2)cc1,-6.9,-15.7,-23.4,-2.5,15.0,-1.1,-3.5

(continued)
SMILES	ARNT-TACC3 inh	PAX8 inh HTS	LGR2 antag	DENV2 CPE	EWS-Fli inh	CASP6 VEID inh	SIRT5 block
CO[C@H]1O[C@H](C)[C@@H](O)C[C@H]1NC(=O)OCc1ccccc1	-2.8	5.5	12.3	-0.3	1.6	0.4	-0.5
Cc1ccc2c(c1)N(Cc1ccccc1)C(=O)C(C)S2 (centres undefined)	.	2.2	-12.5	3.6	-1.0	-1.9	2.1
CCCN(C)C[C@@H]1Oc2ncc(/C=C/c3ccccc3)cc2C(=O)N([C@H](C)CO)C[C@@H]1C	-1.6	.	-0.3	13.9	-1.8	-0.7	-16.2
O=C(O)C1C2CCCCC2=C2CCCCC2C1C(=O)c1ccccc1 (centres undefined)	-2.9	-17.6	6.1	?	0.4	-2.3	1.8
O=C(CNCc1ccco1)Nc1cc(S(=O)(=O)N2CCOCC2)ccc1N1CCCC1	-1.1	6.0	-14.9	4.1	12.4	2.2	-1.9
O=C(C[C@H]1C=C[C@@H](NC(=O)C2CCC2)[C@H](CO)O1)NCc1ccccc1Cl	.	8.7	0.6	0.5	-0.6	1.0	-3.5
Cc1ccc(C)c(N2CCN(S(=O)(=O)c3c(C)noc3C)CC2)c1	2.3	16.6	3.5	16.1	13.8	1.7	-1.3
CCOC(=O)C1C(=O)NC(C(=O)OCC)(C(=O)OCC)C1CC (centres undefined)	-3.1	.	-10.0	-0.6	-4.0	0.2	-4.8
O=C(OC1CCCCC1=O)c1ccc(F)c(S(=O)(=O)N2CCOCC2)c1 (centres undefined)	-2.9	-7.9	-15.2	-14.1	2.2	1.3	-2.2
Cc1ccccc1C(=O)NNc1ncnc2c1cnn2C	1.0	5.2	6.4	4.3	3.5	-2.8	-0.9
CSc1cccc(NC(=S)N(CCC(C)C)C(C)c2ccncc2)c1 (centres undefined)	5.1	3.8	-12.7	-5.5	-0.2	-0.4	-3.0
CCN(CC)C(=O)Oc1ccc2ccccc2c1Br	-6.0	-88.1	-23.9	-4.9	-101.2	-0.3	6.3
Cc1ccc(/C=N/n2c(COc3ccccc3)n[nH]c2=S)cc1	-5.2	-0.6	0.5	-6.3	2.1	2.3	-7.7
CCCN1C[C@@H](C)[C@@H](OC)CN(C)C(=O)c2ccc(NC(=O)Nc3c(C)noc3C)cc2OC[C@H]1C	2.5	.	6.2	4.8	-6.2	2.2	-3.4
CCOc1ccc(N(CC(=O)NCc2cccs2)S(=O)(=O)c2c(C)noc2C)cc1	-3.2	11.9	-5.0	9.8	2.0	-1.5	.
Cc1ccc(NC(=S)N(Cc2ccco2)C(C)c2cccs2)c(Cl)c1 (centres undefined)	-13.5	-3.8	-12.6	2.9	0.0	1.9	-4.3
O=C(C(=O)N1CCN(C(=O)OCc2ccccc2)CC1)c1cccs1	.	-8.2	16.6	3.2	0.2	5.8	-2.1
N#Cc1c(NC(=O)CCCl)sc2c1CCCCC2	-1.8	60.9*	-17.7	-1.3	10.6	0.1	-1.5
CC(C)[C@H](NC(=O)N1c2ccccc2NC(=O)[C@@H]1C(C)C)C(=O)N1CCC[C@H]1C(=O)O	-14.0	.	-2.6	-0.1	-6.1	-1.8	.
CCCCN(CCCC)CCNC(=O)CN1C(=O)CSc2ccc(S(=O)(=O)N3CCOCC3)cc21	-0.6	-6.7	1.2	-1.8	4.0	-4.7	-0.9
C=CC[C@@H](CC(=O)N(CCO)Cc1ccccc1)C(=O)N[C@H](COC(=O)[C@@H](CC=C)Cc1ccc(F)cc1)C(C)(C)C	32.1	22.7	23.6	-15.1	6.3	0.8	1.8
O=C(C[C@@H]1CC[C@H]2[C@@H](COC[C@@H](O)CN2S(=O)(=O)c2cccc(Cl)c2)O1)NCCCN1CCOCC1	2.2	.	17.6	-6.3	.	.	.
O=C(O)c1ccccc1Oc1ccc(Oc2ccccc2)cc1	-7.0	12.2	-7.7	3.2	-7.1	11.8	-4.7
CN(C)Cc1cn(CC[C@@H]2CC[C@H](N)[C@@H](CO)O2)nn1	-5.9	-3.4	7.6	3.7	-1.5	1.4	0.1
C=CCn1c(C(C)NC(=O)CC)nc2ccccc21 (centres undefined)	-2.6	.	16.4	-1.5	-5.6	0.8	1.3
COc1cccc(C#Cc2ccc3c(c2)O[C@H](CN(C)C)[C@@H](C)CN([C@@H](C)CO)S3(=O)=O)c1	3.4&18.5	4.3&5.6&40.7	2.9&-8.7	?	6.7&8.0&12.5	1.3&-3.1&-1.8	-8.2&-1.0&-11.7
C[C@@H]1CCCCO[C@H](CN(C)S(=O)(=O)c2cccs2)[C@H](C)CN([C@@H](C)CO)C(=O)c2cc(NC(=O)C3CCCCC3)ccc2O1	-0.7	.	28.2	-9.0	4.6	-1.7	5.1
CN(C)CC(=O)N[C@H]1CC[C@@H](CC(=O)O)O[C@H]1CO	.	.	13.4	-5.7	2.5	1.6	-0.7
CCCNC(=O)[C@H]1[C@H](CO)[C@H]2Cn3c(cccc3=O)[C@@H]1N2C(=O)C1CCCC1	-13.4	.	4.4	1.1	8.8	1.9	1.6
COc1ccc([C@H]2/C=C\CN(S(=O)(=O)/C=C/c3ccccc3)[C@@H](C)C(=O)N2Cc2ccc(F)cc2)cc1	23.0	11.4	14.7	3.7	1.3	0.7	-3.1
O=C(CSc1nc(Nc2ccccc2)nc(N2CCOCC2)n1)NC1CCCCC1	-5.4	21.2	-0.3	-3.1	12.2	-1.4	-5.2
CSCC(=O)NCC1(N(C)Cc2ccccc2)Cc2ccccc2C1	-2.6	-9.0	-2.8	1.1	11.9	2.7	-0.9
O=C(C1CC1)N1CC[C@@H]2[C@H]1c1cc(C#Cc3ccccc3F)ccc1N[C@@H]2CO	2.0	-18.6	4.1	28.6*	2.2	.	.
C=CCOc1ccc(/C=N/NC(=O)c2cc3c(OC)cc(OC)cc3[nH]2)cc1	0.2	7.2	5.3	4.2	-10.3	-1.4	-0.7
COc1cccc(-c2ccc([C@@H]3[C@H](CO)N4CCCCN(CC5CCOCC5)C[C@@H]34)cc2)c1	21.6	-7.2	.	-4.1	-5.0	2.6	-2.9
O=C(CSCc1c(F)cccc1F)Nc1ccccc1	-0.5	-35.3	-30.8	-2.6	-2.8	-0.3	-5.0
CCOC(=O)[C@@H]1[C@H]2COc3ccccc3[C@@H]2N2C(=O)N(c3ccc(Br)cc3)C(=O)[C@@]12C	.	6.2	-33.0	-4.9	5.6	0.3	5.8
C[C@@H]1CN([C@H](C)CO)S(=O)(=O)c2ccc(-c3cccc(C#N)c3)cc2O[C@H]1CN(C)C(=O)Nc1cc(F)ccc1F	2.8&4.5	-14.7&13.9	4.1&4.2	29.4*!	5.7&4.9&9.0	-0.2&-1.6&-0.2	0.8&2.1&10.9
CC(=O)c1ccc(NC(=O)CSc2n[nH]c(-c3cccnc3)n2)cc1	-7.4	-27.2	13.5	0.8	-10.6	-1.2	2.3
CN(C)c1ccc(-c2cc(O)c3ncccc3c2)cc1	35.6	-14.3	-26.0	-0.3	-18.6	.	.
C[C@H]1CN([C@@H](C)CO)C(=O)c2cc(-c3ccccc3)cnc2O[C@@H]1CN(C)C(=O)Cc1ccccn1	-0.8	.	-6.9	-6.8	-8.0	-0.4	-5.4
CN(CC(=O)Nc1ccccc1Cl)C(=O)CSc1nnc(-c2ccco2)n1C	-13.0	1.4	3.4	8.3	-8.2	9.5	-1.0
C/C=C/c1ccc([C@@H]2[C@@H](CO)N(C(=O)Cc3cccnc3)[C@H]2CNC(C)=O)cc1	-7.7	-15.2	-10.4	-3.4	10.4	-2.5	2.3
Cc1cc(C=C2C(=O)c3ccccc3C2=O)c(C)n1C	-4.9	4.2	-36.6	.	.	.	.
Cc1ccc(S(=O)(=O)N2CCOCC2)cc1NC(=O)CSc1nccn1C	0.0	4.3	6.6	.	.	.	.
O=C(Nc1ccccc1)c1cc(C2COCCN2C(=O)C2CC2)on1 (centres undefined)	.	-0.1	-15.9	-3.0	-22.6	-1.1	0.0
CC1CCN(c2c(NCc3ccc(C(=O)NCc4cccnc4)cc3)c(=O)c2=O)CC1	0.4	-0.1	0.6	-1.0	6.5	1.3	-1.6
C[C@@H]1CN([C@H](C)CO)C(=O)c2cc(-c3ccc(F)cc3)cnc2O[C@@H]1CN(C)CC1CCCC1	0.1	.	2.6	5.6	7.0	-1.9	2.5
CCO[C@@H]1OC(C(=O)N2CCN(Cc3ccccc3)CC2)=C[C@H](c2ccc(Br)cc2)[C@H]1CCCO	-0.7	22.6	14.3	.	-0.8	.	.
CN(CCO)c1nc(N)c(C#N)c(CC#N)c1C#N	3.4	-1.0	-4.6	0.4	0.3	-0.2	-1.0

(listing goes on)
SMILES	ARNT-TACC3 inh	PAX8 inh HTS	LGR2 antag	DENV2 CPE	EWS-Fli inh	CASP6 VEID inh	SIRT5 block
O=C(NC1CCCCC1)N1CC2(C1)[C@@H](c1ccccc1)[C@@H](CO)N2CC1CC1	.	-14.6	-8.0	-10.3	6.8	-1.8	0.7
CCOc1ccc2nc(NC(=O)CC3Oc4ccccc4NC3=O)sc2c1 (centres undefined)	-10.2	-22.0	1.7	1.0	-8.3	-3.2	-2.2
CC1CCCCC1NC(=O)Cn1c(=O)oc2cc(S(=O)(=O)N3CCCC3)ccc21 (centres undefined)	-3.2	10.5	7.4	2.9	-1.4	0.1	-1.4
Cc1cccc(CSC2=NCCN2C(=O)c2ccc(Br)o2)c1	-0.3	-21.2	2.4	-7.5	-3.5	-1.2	.

Bioassay records deposited in PubChem by Broad Institute.
